# Yeast tox – yeast growth toxicity, wild-type and mutant, primary screen, cytotoxicity control for eIF2B function restoration project, wild-type and eIF2Bepsilon R284H mutant, A595. growth inhibition, % at 25 µM (by protocol). AID 685, 2007. S. cerevisiae wild-type growth, A595 turbidity, 16 h. 30,000 compounds, 0.3% hits;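 active = mutant and wild-type yeast strains alike exhibit over 30% growth inhibition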;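 also: 0% = untreated cell controls and 100% = YPD media blanks without cells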
#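 System – wild-type and eIF2Bepsilon-R284H mutant S. cerevisiae, screened separately · Measured by – absorbance at 595 nm (turbidity) · Timing – 16 h compound exposure during growth at 30 °C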
# Yeast eIF2B – GCN4-lacZ reporter reduction in eIF2B-epsilon mutant yeast, primary screen, S. cerevisiae, eIF2B-epsilon R284H, Beta-Glo luminescence. inhibition, % at 25 µM (by protocol). 27,000 compounds, 0.91% hits. AID 688, 2007;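 active = mutant luminescence inhibited past about 50% while wild type luminescence and mutant growth stay under set limits, limit read from the data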; also: some compounds called inactive have numbers as strong as hits
#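 Material: yeast eIF2B-epsilon R284H mutant carrying GCN4–beta-galactosidase fusion. Medium: YPD yeast growth medium. Incubation: 16 h growth with compound at 30 °C, 90 min Beta-Glo step. Signal: Beta-Glo luminescence plus absorbance at 595 nm. Evaluation: % inhibition of reporter signal and growth versus controls. Doses: 25 µM single dose.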
# Yeast tox inhibition % – also measured in Yeast tox; calls as there; growth inhibition, %; S. cerevisiae eIF2Bepsilon-R284H mutant growth, A595 turbidity, 16 h;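 each compound tested once at 25 µM; 0% equals untreated cells and 100% equals cell-free medium blanks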
# Yeast eIF2B mutant toxicity – also measured in Yeast eIF2B; calls as there; growth inhibition, %; measured here: mutant yeast growth, toxicity;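 each compound tested once at 25 µM; zero equals untreated control growth and 100 equals blank medium absorbance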
# * hit, by the source's call; nt = not tested or not shown.
[1] CCOc1ccccc1-c1nnc(SCC(=O)Nc2ccccc2)o1
[2] COc1ccc(NC(=O)Nc2cccs2)cc1OC
[3] O=C(NCCN1CCOCC1)c1ccncc1
[4] O=C(CSc1nnc(COc2ccccc2)n1Cc1ccco1)c1ccc(F)cc1
[5] CCOC(=O)CCc1c(C)nc(SCCCn2c(=O)[nH]c3ccccc32)c(C#N)c1C
[6] CCC1C(=O)CC(c2ccco2)NC1c1ccco1 (stereo not drawn)
entry no.,1,2,3,4,5,6
Yeast tox,12,13,4,0,-7,nt
Yeast tox inhibition %,-13,11,3,-15,-3,nt
Yeast eIF2B,nt,30,-8,23,20,-2
Yeast eIF2B mutant toxicity,nt,11,3,-15,-3,nt

[7] CCn1c(SCC(=O)N2c3ccccc3Sc3ccc(Cl)cc32)nc2c1c(=O)n(C)c(=O)n2C
[8] Nc1nc(Nc2cccc(C(F)(F)F)c2)nc(C(F)(F)F)n1
[9] Fc1ccc(NCc2cn3ccccc3n2)cc1
[10] CCOC(=O)N1CCN(Cc2nc(N)nc(Nc3ccc(OCC)cc3)n2)CC1
[11] CCN(CC)c1nc2c(s1)C(=O)CC(C)(C)C2
[12] COc1ccc(N2C(=O)C3CC=C(Cl)CC3C2=O)cc1 (stereo not drawn)
entry no.,7,8,9,10,11,12
Yeast tox,-12,8,13,16,6,23
Yeast tox inhibition %,-9,29,26,13,5,19
Yeast eIF2B,33,27,32,nt,12,30
Yeast eIF2B mutant toxicity,-9,29,26,nt,5,19

# Full records from above.
# `Fc1ccc(NCc2cn3ccccc3n2)cc1` across the screens: Yeast tox = 13; Yeast tox inhibition % = 26; Yeast eIF2B = 32; Yeast eIF2B mutant toxicity = 26
# `CCn1c(SCC(=O)N2c3ccccc3Sc3ccc(Cl)cc32)nc2c1c(=O)n(C)c(=O)n2C` across the screens: Yeast tox = -12; Yeast tox inhibition % = -9; Yeast eIF2B = 33; Yeast eIF2B mutant toxicity = -9

# New compounds follow:
[13] Cc1cc(C)c(C#N)c(N2CCOCC2)n1
[14] CCn1c2ccccc2c2cc(NC(=O)c3ccc(Br)o3)ccc21
[15] Cc1ccnc2c1NC(=O)c1cccnc1N2C1CC1
[16] COC(=O)CSc1nc2cc3c(cc2cc1C)OCCO3
[17] CC1=C(C(=O)OCC(C)C)[C@]23C(=O)c4ccccc4[C@@]2(O1)OC(N)=C3C#N
[18] CCOc1ccc(NC(=O)CN2C(=O)C3CC=CCC3C2=O)cc1 (stereo not drawn)
entry no.,13,14,15,16,17,18
Yeast tox,5,18,24,nt,11,6
Yeast tox inhibition %,-26,19,-18,nt,-4,-19
Yeast eIF2B,nt,7,nt,20,29,-2
Yeast eIF2B mutant toxicity,nt,19,nt,nt,-4,-19

[19] CCOC(=O)N1CCN(S(=O)(=O)c2cc(OCC(N)=O)c(C)cc2Cl)CC1
[20] CC(=O)Nc1ccc(OCC(O)CN2CCN(S(=O)(=O)c3ccc(NC(C)=O)cc3)CC2)cc1 (stereo not drawn)
[21] O=C(O)C1CCCN1C(=O)Nc1ccc(F)cc1 (stereo not drawn)
[22] CN(C)c1ccc(-c2nn3c(-c4ccccc4Cl)nnc3s2)cc1
[23] COC(=O)[C@H](CC(C)C)NC(=O)NC1CCCc2ccccc21 (stereo partly drawn)
[24] CN(C)S(=O)(=O)c1cccc(N=c2scc(-c3ccc4c(c3)NC(=O)CO4)n2CC2CCCO2)c1 (stereo not drawn)
entry no.,19,20,21,22,23,24
Yeast tox,14,-8,nt,2,0,31
Yeast tox inhibition %,4,0,nt,7,4,10
Yeast eIF2B,5,34,15,-32,2,14
Yeast eIF2B mutant toxicity,4,nt,nt,7,4,10

[25] C=CCC(=O)OCC(=O)Nc1ccc(Cl)cn1
[26] CN1CCCN(Cc2ccc(Cl)cc2Cl)CC1
[27] O=C(Nc1nc2ccccc2[nH]1)c1ccc(Cl)c(S(=O)(=O)N2CCCC2)c1
[28] O=C(NCCOc1nc(N2CCOCC2)nc(N2CCOCC2)n1)Nc1ccc(Cl)cc1
[29] CCc1c(C)c2nncn2[nH]c1=O
[30] Cc1cccn2c(=O)c3cc(C(=O)N4CCc5ccccc5C4)n(C)c3nc12
entry no.,25,26,27,28,29,30
Yeast tox,14,18,2,-20,34,-31
Yeast tox inhibition %,24,5,22,-14,7,-23
Yeast eIF2B,nt,10,nt,25,17,10
Yeast eIF2B mutant toxicity,nt,5,nt,-14,7,-23

[31] CCOC(=O)C1=C(C)NC(SC)=NC1c1ccccc1 (stereo not drawn)
[32] CCC(=O)N1CCc2cc(S(=O)(=O)CCC(=O)NCCc3ccccc3)ccc21
[33] Cc1nc2ccc(Cl)cc2nc(C)/c1=N\O
[34] CCOc1ccccc1NC(=O)c1ccccc1NS(C)(=O)=O
[35] Cc1ccc(OC(=O)C(F)(F)F)c2c1NCCC2
[36] Cc1ccc(CNC(=O)[C@@H]2CCC(=O)N2Cc2ccco2)cc1
entry no.,31,32,33,34,35,36
Yeast tox,-15,3,-7,9,23,19
Yeast tox inhibition %,-3,15,6,3,0,10
Yeast eIF2B,-1,nt,37,-25,14,15
Yeast eIF2B mutant toxicity,-3,nt,6,3,nt,10

# Single entries from the entries so far.
# Reading for compound 32 under Yeast tox: 3
# Reading for compound 36 under Yeast eIF2B: 15
# Reading for compound 31 under Yeast eIF2B mutant toxicity: -3

# New compounds follow.
[37] CC1(C)CC(=O)C(Sc2nnc(-c3ccc(O)cc3)n2CC2CCCO2)C(=O)C1 (stereo not drawn)
[38] O=C(NCc1ccccc1)C1CCN(S(=O)(=O)N2CCOCC2)CC1
[39] CCC1=NN=C(c2ccc(F)cc2)C(c2c[nH]c3ccccc23)N1O (stereo not drawn)
[40] CCOC(=O)c1cccc(NS(=O)(=O)c2cnc[nH]2)c1
[41] Cc1ccc(C)c(S(=O)(=O)Nc2ccc(O)cc2)c1
[42] CC(C)C(=O)Nc1ccc(NC(=O)c2ccccn2)cn1
entry no.,37,38,39,40,41,42
Yeast tox,11,5,9,11,24,16
Yeast tox inhibition %,3,4,-16,17,0,42
Yeast eIF2B,22,68,7,21,1,37
Yeast eIF2B mutant toxicity,3,4,-16,17,nt,42

[43] CCOc1cc(S(=O)(=O)NCc2ccccc2)c(OCC)cc1-n1cnnn1
[44] Cc1ccc(N2CC(C(=O)Nc3nccs3)CC2=O)cc1Cl (stereo not drawn)
[45] Cc1ccc(CN2CCCNC2=O)cc1
[46] COc1ccccc1CNC(=O)CN1CCC(NC(=O)c2ccccc2F)CC1
[47] CCOc1cc(S(=O)(=O)N2CCC(C(N)=O)CC2)ccc1F
[48] O=C(c1cc(-c2ccncc2)nc2ccc(Cl)cc12)N1CCN(C(=O)C2CCCO2)CC1 (stereo not drawn)
entry no.,43,44,45,46,47,48
Yeast tox,2,-2,5,-12,10,6
Yeast tox inhibition %,-3,15,13,-27,-6,24
Yeast eIF2B,-32,nt,27,38,12,-25
Yeast eIF2B mutant toxicity,-3,nt,13,-27,-6,24

[49] CC(C)(C)NC(=O)C(c1ccncc1)N(Cc1cccs1)C(=O)Cn1nnc(-c2ccc(F)cc2)n1 (stereo not drawn)
[50] CCCNC(=O)c1ccc(N(Cc2ccccc2)S(C)(=O)=O)cc1
[51] O=C(CCn1c(=O)c2sccc2n(CC(=O)OCc2ccccc2)c1=O)NCc1ccccc1
[52] Cc1cc(NC(=O)c2ccoc2C)no1
[53] O=C(Oc1cccc2ccccc12)c1ccncc1
[54] CCCCn1c(-c2cccs2)nc2nc3ccccc3nc21
entry no.,49,50,51,52,53,54
Yeast tox,-7,11,1,-7,-1,-4
Yeast tox inhibition %,2,16,11,11,2,0
Yeast eIF2B,42,15,nt,33,-4,-23
Yeast eIF2B mutant toxicity,2,16,nt,11,2,nt

# Among those listed so far, 2 contain a CF3 group:
[8] Nc1nc(Nc2cccc(C(F)(F)F)c2)nc(C(F)(F)F)n1
[35] Cc1ccc(OC(=O)C(F)(F)F)c2c1NCCC2
entry no.,8,35
Yeast tox,8,23
Yeast tox inhibition %,29,0
Yeast eIF2B,27,14
Yeast eIF2B mutant toxicity,29,nt

# Further records follow:
[55] CCn1c(SCC(=O)Nc2oc(-c3ccccc3)c(-c3ccccc3)c2C#N)nnc1-c1ccco1
[56] COc1cc(NS(=O)(=O)c2ccc3c(c2)n(C)c(=O)n3C)cc(OC)c1
[57] COc1cc(OC)c(NC(=O)CCNC(=O)Cn2cnc3ccccc3c2=O)cc1Cl
[58] Cc1ccc(S(=O)(=O)N(C)c2ccc(OCC(=O)NCc3ccco3)cc2)cc1
[59] COc1ccc(C2Nc3ccccc3C(=O)N2Cc2ccco2)cc1CN1C(=O)c2ccccc2C1=O (stereo not drawn)
[60] Clc1cccc(Cl)c1-c1nnc2ccc(N3CCOCC3)nn12
entry no.,55,56,57,58,59,60
Yeast tox,-13,-4,-3,19,-11,-1
Yeast tox inhibition %,-27,-35,-18,22,-12,-3
Yeast eIF2B,44,33,16,19,20,-20
Yeast eIF2B mutant toxicity,-27,-35,-18,22,-12,-3

[61] CNCC(O)Cn1c(C(F)(F)F)nc2ccccc21 (stereo not drawn)
[62] Cc1ccc(C(=O)Cn2ncsc2=N)cc1
[63] Cc1cccc(NC(=O)C2CC(=O)OC23CCCC3)c1 (stereo not drawn)
[64] COc1ccc(-c2nc3cc(C)ccn3c2NCC2CCCO2)cc1OC (stereo not drawn)
[65] C=CCSc1nc2ccccc2c2nc(-c3ccccc3)nn12
[66] COc1ccc(NC(=O)C(NC(=O)c2ccccc2)C(C)C)cc1 (stereo not drawn)
entry no.,61,62,63,64,65,66
Yeast tox,nt,7,7,17,0,6
Yeast tox inhibition %,nt,2,12,13,-33,13
Yeast eIF2B,-35,-19,-12,-65,-16,28
Yeast eIF2B mutant toxicity,nt,2,12,13,-33,13

[67] CCOC(=O)Cc1csc(NC(=O)c2cccc(N3C(=O)CCC3=O)c2)n1
[68] COc1ccc(N/C(C)=C2/C(=O)C(=O)N(CCO)C2c2ccc([N+](=O)[O-])cc2)cc1 (stereo not drawn)
[69] CC1=C(C)/C(=N\OS(=O)(=O)c2ccccc2)C=CC1=O
[70] COc1cc(C2NC(=O)NC(C)=C2C(=O)NCc2ccccc2)c(Cl)cc1O (stereo not drawn)
[71] c1ccc(CCc2nn3c(-c4ccncc4)nnc3s2)cc1
[72] CCN1CCN(C(=O)c2ccc3c(=O)n(Cc4ccccc4OC)c(=S)[nH]c3c2)CC1
entry no.,67,68,69,70,71,72
Yeast tox,4,-1,100*,23,nt,5
Yeast tox inhibition %,-6,11,97*,10,nt,-5
Yeast eIF2B,25,11,89,1,1,27
Yeast eIF2B mutant toxicity,-6,11,97,10,nt,-5

[73] COC(=O)CCCc1nc2ccccc2s1
[74] COc1cc(-c2nn3c(-c4ccco4)nnc3s2)cc(OC)c1OC
[75] O=C1NCCCc2c1oc1ccc(O)cc21
[76] COc1cc(C(C(=O)NC(C)(C)C)N(Cc2ccccc2)C(=O)c2cnccn2)cc(OC)c1OC (stereo not drawn)
[77] COc1cccc(C(=O)Nc2ccc(F)c(F)c2F)c1
[78] CC1(C)Cc2c(ccc3ccccc23)C(NNC(=O)c2cccnc2)=N1
entry no.,73,74,75,76,77,78
Yeast tox,nt,-5,-12,nt,-1,-7
Yeast tox inhibition %,nt,-7,-9,nt,-5,-43
Yeast eIF2B,21,24,26,20,20,-37
Yeast eIF2B mutant toxicity,nt,-7,-9,nt,-5,-43

[79] CC1CCCC2(C1)NC(=S)c1c(sc3c1CCCC3)N2 (stereo not drawn)
[80] COc1ccc(/C(O)=C2/C(=O)C(=O)N(CCN3CCOCC3)C2c2ccc(C)cc2)cc1 (stereo not drawn)
[81] COCCn1c(=O)c2cc3c(=O)n(CCOC)c(=O)c3cc2c1=O
[82] O=C(Nc1cccnc1)c1cnn2c(C(F)F)cc(C3CC3)nc12
[83] CCOC(=O)c1cnc2cc(C)nn2c1C
[84] O=C(CN(Cc1ccccc1Cl)C(=O)c1ccc(CN2CCOCC2)o1)NCc1ccccc1
entry no.,79,80,81,82,83,84
Yeast tox,17,0,30,11,3,-7
Yeast tox inhibition %,28,0,8,9,8,12
Yeast eIF2B,0,16,nt,12,nt,23
Yeast eIF2B mutant toxicity,28,nt,nt,9,nt,12

[85] Cc1nc(CC(=O)c2ccc(O)cc2O)cs1
[86] CCOc1ccccc1NC(=O)/C=C/C(N)=O
[87] O=C1c2ccccc2C(=O)N1CCCc1nc(-c2ccncc2)no1
[88] CCOC(=O)C(CC)Sc1nnc(COc2ccc(C)cc2)n1-c1ccccc1 (stereo not drawn)
[89] O=C(CSc1ncn[nH]1)c1ccccc1
[90] CCOC(=O)C1=C(CSc2nc3c(cc2C#N)CN(C)CC3)OC(N)=C(C#N)C1c1ccccc1 (stereo not drawn)
[91] CSc1ccc(S(=O)(=O)N2CCCC2)cc1
[92] COc1cccc(C(C(=O)NC(C)(C)C)N(C(=O)CCC(=O)Nc2cc(C)on2)C(C)(C)C)c1OC (stereo not drawn)
[93] CCCCCC(O)(CCCCC)C(=O)NNc1ccccc1
entry no.,85,86,87,88,89,90,91,92,93
Yeast tox,18,11,-8,4,-12,-6,20,-13,-7
Yeast tox inhibition %,8,19,5,0,3,-5,-9,-4,-10
Yeast eIF2B,36,7,11,-3,46,18,19,22,-9
Yeast eIF2B mutant toxicity,8,19,5,nt,3,-5,-9,-4,-10

# Some of the compounds tested (hit frequency here may not be typical).
